# Screens: PubChem BioAssay, several laboratories
# STK33 kinase inh: inhibitors of purified STK33 kinase, primary screen, biochemical, ADP-Glo luminescence, homogeneous, cell-free; inhibition, % at 10 µM; Serine/threonine-protein kinase 33 (Homo sapiens), Q9BYT3; 0.073% of 320,000 active; MBP phosphorylation;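 active means inhibition at or above 25%, using the most active replicate where run in duplicate; inactive means inhibition below 25%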
# Target sequence (Q9BYT3 whole entry, looked up): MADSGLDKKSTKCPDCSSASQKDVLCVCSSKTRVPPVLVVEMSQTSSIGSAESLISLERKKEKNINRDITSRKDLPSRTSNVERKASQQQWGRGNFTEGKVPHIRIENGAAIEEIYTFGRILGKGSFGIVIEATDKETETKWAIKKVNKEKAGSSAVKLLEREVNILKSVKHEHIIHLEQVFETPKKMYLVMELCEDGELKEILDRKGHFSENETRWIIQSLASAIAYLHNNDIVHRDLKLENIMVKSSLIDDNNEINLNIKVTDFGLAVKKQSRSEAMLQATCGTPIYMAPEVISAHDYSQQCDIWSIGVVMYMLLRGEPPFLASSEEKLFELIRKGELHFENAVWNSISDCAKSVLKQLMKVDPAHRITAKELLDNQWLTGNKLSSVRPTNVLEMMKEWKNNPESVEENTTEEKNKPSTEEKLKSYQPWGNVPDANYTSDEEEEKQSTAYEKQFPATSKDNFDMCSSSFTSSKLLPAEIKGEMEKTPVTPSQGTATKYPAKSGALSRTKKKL
# OX1R FRET antag: antagonists of human orexin 1 receptor (OX1R); AID 485270, 2010; inhibition, % at 6.6 µM; 1.8% of 330,000 active; OX1R-expressing cells, FRET antagonist read-out; in the data active means inhibition mostly above about 38%, no sharp cut-off; inactive means mostly below about 40%;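 further: 0% = agonist challenge alone and 100% = reference antagonist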
# Target sequence (O43613 whole entry, looked up): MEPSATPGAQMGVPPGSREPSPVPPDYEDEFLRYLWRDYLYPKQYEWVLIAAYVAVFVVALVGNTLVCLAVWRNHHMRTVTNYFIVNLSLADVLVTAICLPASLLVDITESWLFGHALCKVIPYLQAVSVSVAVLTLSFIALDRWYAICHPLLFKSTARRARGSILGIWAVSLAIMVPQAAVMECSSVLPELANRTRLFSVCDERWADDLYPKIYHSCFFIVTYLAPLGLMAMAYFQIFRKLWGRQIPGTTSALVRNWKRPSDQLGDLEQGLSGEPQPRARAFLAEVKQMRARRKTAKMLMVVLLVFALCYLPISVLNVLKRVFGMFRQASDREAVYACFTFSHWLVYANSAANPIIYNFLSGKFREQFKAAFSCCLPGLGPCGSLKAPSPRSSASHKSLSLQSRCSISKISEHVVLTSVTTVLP
# * marks the source's active call; other numbers are inactive results; · = no result given. An excerpt. The share of hits here may be higher or lower than overall.
SMILES,STK33 kinase inh,OX1R FRET antag
O=c1[nH]c(=O)n(Cc2ccccc2)c(O)c1C=NCCCn1ccnc1,-0.1,22
COC(=O)C1=C(c2ccc(-c3ccccc3)c(F)c2)C[C@@H]2CC[C@H]1N2C(=O)NC1CCCCC1,-0.2,6
O=C(O)CCC(=O)NCCC1=c2ccccc2=N/C1=C\c1c(O)n(Cc2ccc(F)cc2)c(=S)[nH]c1=O,-1.5,17
COC(=O)[C@@H]1C(OC(=O)c2ccccc2)CC2CCC1N2C (stereo partly drawn),·,7
O=C1NC(=O)N(c2ccccc2F)C(=O)/C1=C/c1ccc(Oc2ccc([N+](=O)[O-])cn2)cc1,-0.3,38
O=c1cccc2n1CC1CC2CN(C(c2ccccc2)c2sc3ncnn3c2O)C1 (stereo not drawn),-1.6,13
CCOC(=O)[C@]1(C#N)[C@@H]2C=CC(C(C)=O)=CN2[C@@H](C(N)=O)[C@@H]1c1ccsc1,1.1,29
C=C1[C@H]2CC[C@H]3[C@]4(C)C[C@H](O[C@H]5O[C@H](CO)[C@@H](OS(=O)(=O)O)[C@H](OS(=O)(=O)O)[C@H]5OC(=O)CC(C)C)C[C@@H](C(=O)O)[C@H]4CC[C@]3(C2)[C@H]1O,-2.1,13
COc1ccc(NC(=S)NC(NC(=O)CF)C(Cl)(Cl)Cl)cc1[N+](=O)[O-] (stereo not drawn),-1.5,41
CCC(=Nc1ccccc1NC(C)=O)c1c(O)n(C)c(=O)n(C)c1=O,-1.6,-1
N=c1c[n+](C2CCCCC2)[n-]o1,-1.7,8
COc1ccc(-c2nn(CCC#N)cc2C(=O)Nc2ccc(C(C)=O)cc2)cc1[N+](=O)[O-],·,12
CC(C)(C)n1cc(C(=O)c2ccccc2OCCCF)cn1,-0.2,4
COc1cccc(N=Cc2c(O)n(Cc3ccco3)c(=O)[nH]c2=O)c1,0.6,11
CC1CCCCN1CC(O)c1c[nH]c2ccccc12 (stereo not drawn),-0.4,9
O=c1[nH]c(=S)[nH]c(O)c1N=Nc1cc2c(cc1[N+](=O)[O-])OCO2,-0.4,48
Nc1cc2nc3ccccc3nc2cc1N,0.9,10
Cc1ccc(-n2nc(C)cc2NC(=O)COc2cc(C)cc3oc(=O)c4c(c23)CCC4)cc1,0.7,22
CN(C)P(=O)(NC(=O)c1cccn1C)N(C)C,7.9,4
O=C(c1cccc2ccccc12)C1CCCN(Cc2ccon2)C1 (stereo not drawn),-1.8,13
COc1ccc(C2c3c(nc(C)[nH]c3=O)Oc3c2c(=O)oc2ccccc32)cc1 (stereo not drawn),-1.0,17
CCOP(=O)(OCC)C(NC(=O)C(C)C)C(Cl)(Cl)Cl (stereo not drawn),-1.4,3
Cc1ccc2c(c1)CNc1ccccc1O2,0.6,10
O=c1c2ccccc2nc(-c2ccoc2)n1-c1ccccc1Cl,0.5,21
CN(C(=O)Cc1ccc(Cl)c(Cl)c1)C(CN1CCCC1)c1cccc(OCC(=O)O)c1 (stereo not drawn),-1.2,6
COc1ccc(-c2nn(CCC#N)cc2C(=O)NCc2ccccc2)cc1[N+](=O)[O-],-1.1,·
c1cc2c(cc1CCNC1CCCCCC1)OCO2,-0.1,10
Cc1ccc(Cn2nnnc2CN2CCC(n3nnc4cc(C)ccc43)CC2)cc1,-0.3,7
CN1CCc2cc3c(c4c2C1Cc1ccccc1-4)OCO3 (stereo not drawn),1.7,74*
COc1ccc(C2SCC(=O)Nc3c2c(=O)[nH]n3C2CCCCCC2)cc1 (stereo not drawn),-0.6,14
CCOc1ccc(NC(=O)N2C[C@H]3C[C@@H](C2)c2cccc(=O)n2C3)cc1,-0.4,18
Cc1ccc2nc3c(cc2c1)CC1(C(=O)N(C)C(=O)N(C)C1=O)C1CCCCN31 (stereo not drawn),1.6,6
Cc1ccc(N)c(C)c1,-0.8,0
Cc1ccc(N)c(C(=O)c2ccccc2)c1,-1.8,1
Cc1cccc(N2C(=O)/C(=C/c3ccc(CN(CCC#N)S(C)(=O)=O)o3)C(=O)NC2=S)c1,-1.4,12
Cc1nn(Cc2ccccc2)c(Cl)c1C(=O)OCC(=O)NCC1CCCO1 (stereo not drawn),-1.0,6
CC(NCC#Cc1ccccc1)C(O)c1ccccc1 (stereo not drawn),-0.1,4
COC(=O)C1C2c3ccccc3OC1(C)N=c1s/c(=C/c3cnn(C)c3C)c(=O)n12 (stereo not drawn),0.5,13
O=c1cccc2n1CC1CC2CN(S(=O)(=O)c2ccc(F)cc2)C1 (stereo not drawn),-2.1,13
CCCCOC(=O)c1ccccc1C(=O)OCCCC,-1.1,5
CC(C)CC(C)N (stereo not drawn),-0.9,2
COC(=O)C1=C(c2c(C)noc2C)C[C@@H]2CC[C@H]1N2C(=O)N1CCC(O)CC1,-1.3,-2
COc1ccc(C(=O)C2CCCN(Cc3cnc(C)s3)C2)cc1OC (stereo not drawn),0.3,2
Cc1ccc(C2=NN(CCC(=O)N3CCC4(CC3)OCCO4)C(=O)CC2)cc1,-1.3,4
CC1=NN=C(c2ccc(N)cc2)c2cc3c(cc2C1)OCO3,-3.1,13

# An excerpt of these results, with tabs:
Molecule	STK33 kinase inh	OX1R FRET antag
COc1ccc(-c2nn(CCC#N)cc2C(=O)NCc2ccccc2)cc1[N+](=O)[O-]	-1.1	·
c1cc2c(cc1CCNC1CCCCCC1)OCO2	-0.1	10
Cc1ccc(Cn2nnnc2CN2CCC(n3nnc4cc(C)ccc43)CC2)cc1	-0.3	7
CN1CCc2cc3c(c4c2C1Cc1ccccc1-4)OCO3 (stereo not drawn)	1.7	74*
COc1ccc(C2SCC(=O)Nc3c2c(=O)[nH]n3C2CCCCCC2)cc1 (stereo not drawn)	-0.6	14
CCOc1ccc(NC(=O)N2C[C@H]3C[C@@H](C2)c2cccc(=O)n2C3)cc1	-0.4	18
Cc1ccc2nc3c(cc2c1)CC1(C(=O)N(C)C(=O)N(C)C1=O)C1CCCCN31 (stereo not drawn)	1.6	6
Cc1ccc(N)c(C)c1	-0.8	0
Cc1ccc(N)c(C(=O)c2ccccc2)c1	-1.8	1
Cc1cccc(N2C(=O)/C(=C/c3ccc(CN(CCC#N)S(C)(=O)=O)o3)C(=O)NC2=S)c1	-1.4	12
Cc1nn(Cc2ccccc2)c(Cl)c1C(=O)OCC(=O)NCC1CCCO1 (stereo not drawn)	-1.0	6
CC(NCC#Cc1ccccc1)C(O)c1ccccc1 (stereo not drawn)	-0.1	4
COC(=O)C1C2c3ccccc3OC1(C)N=c1s/c(=C/c3cnn(C)c3C)c(=O)n12 (stereo not drawn)	0.5	13
O=c1cccc2n1CC1CC2CN(S(=O)(=O)c2ccc(F)cc2)C1 (stereo not drawn)	-2.1	13
CCCCOC(=O)c1ccccc1C(=O)OCCCC	-1.1	5
CC(C)CC(C)N (stereo not drawn)	-0.9	2
COC(=O)C1=C(c2c(C)noc2C)C[C@@H]2CC[C@H]1N2C(=O)N1CCC(O)CC1	-1.3	-2
COc1ccc(C(=O)C2CCCN(Cc3cnc(C)s3)C2)cc1OC (stereo not drawn)	0.3	2
Cc1ccc(C2=NN(CCC(=O)N3CCC4(CC3)OCCO4)C(=O)CC2)cc1	-1.3	4
CC1=NN=C(c2ccc(N)cc2)c2cc3c(cc2C1)OCO3	-3.1	13

# (next part)
SMILES,STK33 kinase inh,OX1R FRET antag
CCCCn1c(O)c(C(C)=NCC2CCCO2)c(=O)[nH]c1=O (stereo not drawn),0.4,10
O=C(c1ccc2c(c1)OCO2)N1CCC2(CC1)OCCO2,-1.0,10
COc1ccc(NC2(C#N)CCCCC2)cc1,-0.1,-3
Cc1[nH]c2ccccc2c1C(=O)C(=O)N1CC2CC(C1)c1cccc(=O)n1C2 (stereo not drawn),0.3,5
O=C(O)c1ccccc1-c1ccc(C=C2C(=O)N(c3ccccc3)C(=S)N(c3ccccc3)C2=O)o1,-1.6,18
CN(C)[C@@H]1C(=O)C(C(N)=O)=C(O)[C@@]2(O)C(=O)C3=C(O)c4c(O)ccc(Cl)c4[C@@](C)(O)[C@H]3C[C@@H]12,6.3,21
CCN(CC)C(=O)Cn1cc(C=C2C(=O)N(C)C(=O)N(C)C2=O)c2ccccc21,0.3,8
CN1C(=O)C(C2(C#N)CCCCC2)C(=O)N(C)C1=O,4.7,2
NCCCN1CCN(c2ccccc2)CC1,0.6,8
CC1C(c2cccs2)=[N+]([O-])C(C)(C(=O)c2cccs2)N1O (stereo not drawn),-2.1,6
CCn1c(O)c(/C(C)=N/N2CCCCC2c2cccnc2)c(=O)[nH]c1=S (stereo not drawn),-0.4,15
CCC(C)N1C(=O)NC(=O)C2(Cc3c(ccc4ccccc34)N(C)C2)C1=O (stereo not drawn),-0.1,72
COC(=O)C1=C(c2cccc3c2S(=O)(=O)c2ccccc2-3)C[C@@H]2CC[C@H]1N2C(=O)N1CCc2cc(OC)c(OC)cc2C1,-0.5,7
CCC(COC(=O)NC)NC(=O)Oc1cccc(C)c1 (stereo not drawn),-0.8,6
O=C1NC(=O)N(c2cccc(Cl)c2)C(=O)/C1=C\c1ccc(Sc2nc3ccccc3[nH]2)o1,7.4,9
CC(C)(O)[C@H]1O[C@H]2CC[C@@]3(C)[C@@](O)(CC[C@H]4Cc5c([nH]c6ccccc56)[C@@]43C)C2=CC1=O,0.4,8
COc1cc2c(cc1OC)-c1c(OC)c(OC)cc3c1[C@H](C2)N(C)CC3,1.6,25
COc1ccc(OC)c(CC(=O)O)c1,-1.1,9
CC(=O)N1CCN(CCN=Cc2c(O)n(-c3ccc(F)cc3)c(=S)[nH]c2=O)CC1,-1.1,12
CCC(C)n1c(O)c(C=Nc2cccc(C(F)(F)F)c2)c(=O)[nH]c1=S (stereo not drawn),-1.1,16
COc1cc2c(C(=O)O)c(C)n(C)c2cc1Br,0.6,19
Cc1ccc(-n2c(C)nc3ccccc3c2=O)cc1C,-0.4,13
CCOC(=O)c1c(-n2c(C)cc(/C=C3\C(=O)NC(=O)N(C)C3=O)c2C)sc2c1CCCC2,-3.2,24
CCCS(=O)(=O)N1CCC(C(=O)N2CCC3(CC2)OCCO3)CC1,-1.2,28
Cc1[nH]c2ccccc2c1/C=N/O,0.4,12
O=S(=O)(c1ccc(F)cc1)N1CN2CCN(C2)C1,0.4,13
COC(=O)C1=C(c2cccc(OCc3ccccc3)c2)C[C@@H]2CC[C@H]1N2C(=O)NCc1ccc(C(F)(F)F)cc1,-1.3,11
CCC(=O)c1ccc(OC(=O)N(C)c2ccccc2)cc1,-0.1,18
FCCN(CCF)c1cccc(Cl)c1,-0.1,-4
O=C(CN1CCCCC1)c1ccc(OC(F)F)cc1,·,13

# Reprinted at random: three records from the list, in no set order.
SMILES,STK33 kinase inh,OX1R FRET antag
COC(=O)C1=C(c2cccc(OCc3ccccc3)c2)C[C@@H]2CC[C@H]1N2C(=O)NCc1ccc(C(F)(F)F)cc1,-1.3,11
Cc1[nH]c2ccccc2c1/C=N/O,0.4,12
CCC(=O)c1ccc(OC(=O)N(C)c2ccccc2)cc1,-0.1,18

# The results go on:
SMILES,STK33 kinase inh,OX1R FRET antag
Cc1cc(C)cc(N2C(=O)NC(=O)/C(=C\c3cccn3-c3ccccc3)C2=O)c1,-2.4,21
O=C(Nc1ccc(F)cc1F)c1cccnc1Oc1cccc(C(F)(F)F)c1,-0.8,8
Cc1ccc(-c2ccc(=O)n(CC(=O)N3CCC4(CC3)OCCO4)n2)cc1,-0.6,12
O=C(O)c1nonc1-c1nonc1C(=O)O,-1.9,4
Cc1nc(SCc2c(Cl)cccc2Cl)nc(OC(=O)N(C)C)c1C,-1.4,-1
CCc1ccc(NC(=O)CCNC(=O)N2C[C@H]3C[C@@H](C2)c2cccc(=O)n2C3)cc1,4.1,13
CC(C)CC(NC(=O)CCCNC(=O)CCC(=O)OC1O[C@H]2OC3(C)CC[C@H]4[C@H](C)CCC(C1C)C24OO3)C(=O)O (stereo partly drawn),-1.7,-7
Cn1c(=O)n(CC(=O)N2CCC3(CC2)OCCO3)c(=O)c2ccccc21,-1.8,16
CC1CN2c3ccc([N+](=O)[O-])cc3CC3(C(=O)N(C)C(=O)N(C)C3=O)C2C(C)O1 (stereo not drawn),-1.5,15
N#CC(Br)Br,-0.8,12
CCCCn1c(O)c(C(CC)=NCc2cccnc2)c(=O)[nH]c1=O,-0.1,8
CCCn1ncc(CN2CCCC(C(=O)c3cccc(OC)c3)C2)c1C (stereo not drawn),-0.6,18
CC(=O)NC(Cc1ccc(N(CCCl)CCCl)cc1)C(=O)NCC(=O)NCC(=O)O (stereo not drawn),-0.9,2
O=C1NC(=O)N(c2ccc(F)cc2)C(=O)/C1=C/c1ccc(N2CCOCC2)cc1,-2.0,21
Cc1ccccc1CCNCc1ccc(Br)cc1,-0.4,5
COC(=O)C1=C(c2ccc(S(C)(=O)=O)cc2)C[C@@H]2CC[C@H]1N2C(=O)NCc1ccco1,0.8,3
C/C=C/CC#N,-2.0,0
